# Assay outcomes (PubChem BioAssay)
# mIAP inh = mouse IAP inhibition; purified mouse IAP, CDP-Star luminescence, 30 min; inhibition, % at 10 µM; 330,000 tested, 0.2% active; AID 2806;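 active means inhibition of at least 40% at 10 µM in the primary screen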;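 further: plate controls were DMSO with enzyme for no effect and no enzyme wells for full effect; values of inactives mirror those of a sister screen read the other way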
# Apaf1 inhib = blocks human Apaf-1 apoptosome activity; O14727; reconstituted apoptosome caspase-3 activity, DEVD-Rh110 fluorescence; inhibition, % at 20 µM; 330,000 tested, 0.71% active; active means inhibition of at least 40% at 20 µM;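 further: plate controls were DMSO wells for no effect and DEVD-CHO caspase inhibitor wells for full effect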
# Target sequence (O14727 whole entry, looked up): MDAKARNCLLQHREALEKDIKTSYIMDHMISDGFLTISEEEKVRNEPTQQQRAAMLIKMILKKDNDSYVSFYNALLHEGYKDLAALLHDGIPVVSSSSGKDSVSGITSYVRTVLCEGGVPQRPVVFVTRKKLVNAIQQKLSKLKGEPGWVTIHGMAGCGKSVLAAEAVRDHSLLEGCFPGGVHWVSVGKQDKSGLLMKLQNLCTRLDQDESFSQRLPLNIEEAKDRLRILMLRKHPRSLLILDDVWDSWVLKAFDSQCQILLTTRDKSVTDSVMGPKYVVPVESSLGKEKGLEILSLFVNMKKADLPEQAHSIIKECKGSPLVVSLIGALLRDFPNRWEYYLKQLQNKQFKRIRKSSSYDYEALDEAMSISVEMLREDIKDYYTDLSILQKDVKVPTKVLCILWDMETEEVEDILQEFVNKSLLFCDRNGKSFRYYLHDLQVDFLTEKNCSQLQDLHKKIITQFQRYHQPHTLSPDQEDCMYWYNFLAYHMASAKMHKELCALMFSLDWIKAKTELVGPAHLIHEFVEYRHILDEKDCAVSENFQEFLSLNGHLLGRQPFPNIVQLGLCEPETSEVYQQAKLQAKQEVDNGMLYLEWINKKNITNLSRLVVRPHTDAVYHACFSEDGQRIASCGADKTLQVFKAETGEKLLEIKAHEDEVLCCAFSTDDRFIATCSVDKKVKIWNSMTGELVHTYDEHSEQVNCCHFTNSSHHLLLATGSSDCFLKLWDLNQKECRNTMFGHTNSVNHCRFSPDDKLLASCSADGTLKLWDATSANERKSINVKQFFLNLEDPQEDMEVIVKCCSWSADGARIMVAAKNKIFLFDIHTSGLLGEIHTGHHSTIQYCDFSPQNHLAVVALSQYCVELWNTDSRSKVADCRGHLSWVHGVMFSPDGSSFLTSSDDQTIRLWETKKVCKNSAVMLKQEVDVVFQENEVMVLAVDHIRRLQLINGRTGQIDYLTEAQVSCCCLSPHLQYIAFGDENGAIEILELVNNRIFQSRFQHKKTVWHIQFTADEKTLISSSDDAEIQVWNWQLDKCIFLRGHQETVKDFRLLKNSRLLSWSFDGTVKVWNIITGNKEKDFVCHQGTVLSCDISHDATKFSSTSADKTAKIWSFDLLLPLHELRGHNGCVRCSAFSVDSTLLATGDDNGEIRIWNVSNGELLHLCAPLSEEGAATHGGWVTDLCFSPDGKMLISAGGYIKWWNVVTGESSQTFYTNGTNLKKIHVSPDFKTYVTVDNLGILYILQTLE
#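 Material: reconstituted apoptosome with Apaf-1, cytochrome c, caspase-9, procaspase-3, dATP. Technique: Rh110 fluorescence intensity. Buffer or medium: pH 7.5 Hepes buffer with CHAPS, BSA, DTT. Times: 30 min plus 50 min, RT.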
# hIAP inh = human IAP inhibition; P09923; purified IAP, CDP-Star luminescence, 30 min; inhibition, % at 10 µM; 330,000 tested, 0.12% active; AID 2544;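 active means inhibition reaching a set limit with compound at 10 µM in the primary screen, cut at about 35% in these data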;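 further: plate controls were DMSO wells with enzyme for no effect and no-enzyme buffer wells for full effect; values of inactives mirror those of a sister screen read the other way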
# NALP3 yeast inh = blocks the NALP3 inflammasome reconstituted in yeast; Yeast reconstituted NLRP3/ASC/caspase-1, beta-gal luminescence, 24 h; inhibition, % at 10 µM; 330,000 tested, 0.39% active;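 active means inhibition of 50% or more; inactive means inhibition below 50%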;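 further: plate controls were induced DMSO wells for no effect and uninduced yeast grown without galactose for full effect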
# mIAP activ = increases mouse intestinal alkaline phosphatase activity; AID 2805; activation factor at 10 µM; muIAP, CDP-Star luminescence, 30 min; stronger effect = higher value; 1 = vehicle-only enzyme signal, 0 = enzyme-free wells; 330,000 tested, 0.24% active;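 active means activation factor of at least 2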; further: the source names both 10 and 20 µM as test concentration; values of inactives mirror those of a sister screen read the other way
#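 System: Mouse IAP enzyme | Also added: CDP-Star substrate | Dosing: Compounds dispensed in DMSO | Schedule: 30 min enzyme-substrate-compound incubation at room temperature | Technique: Chemiluminescence readout | Control set: DMSO-only wells and no-enzyme negative control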
# ATG4B inh = ATG4B (human) cysteine protease inhibition; Q9Y4P1; ATG4B cleavage of LC3-PLA2, NBD-HPC fluorescence, 1 h; inhibition, % at 8.33 µM; 340,000 tested, 0.51% active; AID 504462; in the data active means inhibition above about 40%
# TIM10 inh = growth inhibitors of TIM10 yeast strain | AID 463195 | inhibition, % at 10 µM | 330,000 tested, 1.4% active | S. cerevisiae TIM10 strain growth, BacTiter-Glo luminescence, 24 h;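 active means inhibition of 40% or more at the single tested concentration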;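 further: wild-type TIM10 isogenic control strain grown at permissive 25 °C; 0% = DMSO yeast wells and 100% = minimal medium wells without yeast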
# tim10-1 inh = tim10-1 yeast growth inhibition | S. cerevisiae tim10-1 ts strain growth, BacTiter-Glo, 24 h | inhibition, % at 20 µM | 330,000 tested, 2.2% active;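 active means inhibition of at least 40%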;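 further: mutant grown at 25 °C; 0% = DMSO wells with yeast and 100% = wells holding no yeast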
# hIAP activ = human IAP activation | purified human IAP, CDP-Star luminescence, 30 min; stronger effect = higher value; 1 = vehicle-only enzyme, 0 = enzyme-free background | activation factor at 10 µM | P09923 | AID 2524 | 330,000 tested, 0.16% active;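 active means activation factor of the enzyme at least 2-fold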; further: the source names both 10 and 20 µM as test concentration; values of inactives mirror those of a sister screen read the other way
# An asterisk follows results filed as active; . = no result given.
SMILES,mIAP inh,Apaf1 inhib,hIAP inh,NALP3 yeast inh,mIAP activ,ATG4B inh,TIM10 inh,tim10-1 inh,hIAP activ
CC1CCN(c2ccc3nnc(CCC(=O)Nc4cc(F)ccc4F)n3n2)CC1,4,4,-28,12,0.96,-5,18,11,1.3
Cc1cccn2c(NC(=O)c3cccs3)c(-c3ccccc3)nc12,5,-9,7,18,0.95,-7,19,19,0.93
NS(=O)(=O)c1ccc(NC(=O)c2ccc(S(=O)(=O)N3CCc4ccccc43)cc2)cc1,5,5,23,19,0.95,-22,6,18,0.77
CCOC(=O)N1CCN(C(=O)CSCC(=O)Nc2nc(-c3cccs3)cs2)CC1,6,-11,0,10,0.94,-5,3,15,1
Cc1ccccc1NC(=O)CSc1nnc2ccc(-c3cccnc3)nn12,5,10,1,7,0.95,0,-2,9,0.99
CCCCNC(=S)N(C)N=C1CCC(c2ccccc2)CC1 (stereo not given),-2,16,-10,7,1,-1,3,26,1.1
CN(C)CCCN(C(=O)c1ccc(C(=O)c2ccccc2)cc1)c1nc2cc3c(cc2s1)OCCO3,2,17,-4,26,0.98,0,27,20,1
CCOC(=O)N1CCC(NC(=O)CCc2c(C)nc3ncnn3c2C)CC1,3,-13,11,11,0.97,0,5,10,0.89
O=C(NCCN1CCN(Cc2ccccc2)CC1)C1CC(=O)N(C2CCCC2)C1 (stereo not given),7,-26,6,11,0.93,5,0,-3,0.94
O=C(Cn1cnc(S(=O)(=O)N2CCCC2)c1)Nc1cccc(Br)c1,0,10,-2,0,1,-8,11,-13,1

# Laid out differently: entries from further up
NS(=O)(=O)c1ccc(NC(=O)c2ccc(S(=O)(=O)N3CCc4ccccc43)cc2)cc1
  mIAP inh: 5
  Apaf1 inhib: 5
  hIAP inh: 23
  NALP3 yeast inh: 19
  mIAP activ: 0.95
  ATG4B inh: -22
  TIM10 inh: 6
  tim10-1 inh: 18
  hIAP activ: 0.77
CCOC(=O)N1CCN(C(=O)CSCC(=O)Nc2nc(-c3cccs3)cs2)CC1
  mIAP inh: 6
  Apaf1 inhib: -11
  hIAP inh: 0
  NALP3 yeast inh: 10
  mIAP activ: 0.94
  ATG4B inh: -5
  TIM10 inh: 3
  tim10-1 inh: 15
  hIAP activ: 1
Cc1ccccc1NC(=O)CSc1nnc2ccc(-c3cccnc3)nn12
  mIAP inh: 5
  Apaf1 inhib: 10
  hIAP inh: 1
  NALP3 yeast inh: 7
  mIAP activ: 0.95
  ATG4B inh: 0
  TIM10 inh: -2
  tim10-1 inh: 9
  hIAP activ: 0.99
CCCCNC(=S)N(C)N=C1CCC(c2ccccc2)CC1 (stereo not given)
  mIAP inh: -2
  Apaf1 inhib: 16
  hIAP inh: -10
  NALP3 yeast inh: 7
  mIAP activ: 1
  ATG4B inh: -1
  TIM10 inh: 3
  tim10-1 inh: 26
  hIAP activ: 1.1

# Going on with the list.
SMILES,mIAP inh,Apaf1 inhib,hIAP inh,NALP3 yeast inh,mIAP activ,ATG4B inh,TIM10 inh,tim10-1 inh,hIAP activ
COC(=O)c1ccc(COC(=O)c2ccc(S(=O)(=O)N3CCC(C)CC3)cc2)o1,12,-18,11,12,0.88,4,11,17,0.89
COC(=O)c1ccc(-c2nc(-c3cccs3)no2)cc1,-10,-3,2,42,1.1,2,-6,-8,0.98
COc1ccc(C(=O)Nc2ccc(C(=O)N3CCC(C)CC3)cc2)cc1OC,-7,6,11,9,1.1,-10,14,4,0.89
CC(=O)c1c(C)[nH]c(C(=O)OCC(=O)c2ccc(C)s2)c1C,6,5,-10,2,0.94,-38,17,3,1.1
O=C(NNC(=O)c1sc2cccc(Cl)c2c1Cl)Nc1ccccc1,-8,-2,-1,6,1.1,12,4,-9,1
Cc1cc(C)cc(OCC(=O)N2CCc3ccccc3C2)c1,-1,12,-10,8,1,14,-1,-7,1.1
CCOc1ccc(/C=N/OCC(=O)NCc2ccc3c(c2)OCO3)cc1OC,2,13,-6,16,0.97,-6,9,16,1.1
O=C(COC(=O)/C=C/c1ccc2c(c1)OCO2)NC1CC1,4,2,-8,-25,0.95,-2,7,15,1.1
COCCNC(=O)c1cn(C)c2ccc(S(=O)(=O)N3CCCC3)cc2c1=O,-8,-5,-8,8,1.1,1,-6,-2,1.1
CCOC(=O)c1cc(C(=O)OCC)c(=O)[nH]c1N1CCCCC1,-3,4,-36,7,1,-9,-19,6,1.4
CCOc1ncccc1C(=O)Nc1cccc(S(=O)(=O)NC2=NCCC2)c1,-7,-9,-14,18,1.1,2,3,12,1.1
O=C(NCCN1CCN(c2ccccc2F)CC1)c1ccc2nc3ccccc3c(=O)n2c1,9,12,1,22,0.91,-7,15,6,0.99
C/C(=N\NC(=O)c1cccc2ccccc12)c1cccs1,-2,13,0,21,1,1,-6,0,1
CCc1ccc(OCC(=O)NNC(=S)NC(=O)C2CCCCC2)c(Br)c1,6,21,-77,33,0.94,-7,13,21,1.8
C/C(=N\NC(N)=O)C1(C)CCCCC1,-5,-3,-19,2,1.1,18,13,4,1.2
CCCCCCNS(=O)(=O)c1ccc(OC)c(OC)c1,-4,12,6,11,1,11,-18,14,0.94
Cc1nn(Cc2cccc(F)c2)c(C)c1NC(=O)c1c([N+](=O)[O-])c(C)nn1C,5,-3,6,1,0.95,1,5,8,0.94
Cc1cc(C(=O)N/N=C/c2ccc(O)c([N+](=O)[O-])c2)n[nH]1,8,-1,-12,-8,0.92,-3,1,18,1.1
CC(NC(=O)NC(=O)c1ccc(Cl)cc1Cl)C1CC1 (stereo not given),1,-4,3,8,0.99,-8,18,12,0.97
Cc1ccc(C)c(NC(=O)Cn2ccn(-c3ccc4c(c3)OCO4)c(=O)c2=O)c1,3,4,-5,11,0.97,4,3,4,1.1
COc1ccc(C2OC(=O)CC2C(=O)NCc2ccc(C)cc2)cc1OC (stereo not given),0,1,3,13,1,5,-1,-1,0.97
COCCCNC(=O)c1cc(Sc2ccc(F)cc2)nc2ccccc12,-1,11,-4,16,1,0,10,39,1
Cc1cc(C(=O)O[C@H]2[C@H](C)NS(=O)(=O)[C@H]3C[C@@H]4C=C[C@]23O4)cc([N+](=O)[O-])c1,-7,-11,13,22,1.1,-12,-6,4,0.87
CCN(c1ccccc1)S(=O)(=O)c1ccc(Cl)c(NC(=O)CN2CCN(C)CC2)c1,1,52*,5,10,0.99,4,7,10,0.95
COc1cccc(-c2nnc3sc(-c4cccs4)nn23)c1,-8,15,4,30,1.1,8,5,9,0.96
CCNc1nc(NC(C)C)nc(NS(=O)(=O)c2ccc(Cl)cc2)n1,-4,-4,4,2,1,3,1,-6,0.96
Cc1[nH]c2ccccc2c1C(=O)NS(=O)(=O)Nc1ccccc1,3,1,0,-16,0.97,1,12,0,1
N#CCc1c(C#N)c(N)nc(N2CCN(S(=O)(=O)c3ccccc3F)CC2)c1C#N,8,9,0,5,0.92,-3,18,-8,1
COC(=O)c1cccc(C23CC4(C2)[C@H](CN(Cc2cccnc2)[C@@H]4c2ccccc2)C3c2ccc(Cl)nc2)c1 (stereo not given in full),2,26,-1,-1,0.98,-9,2,4,1
COc1ccc(-n2c(Cc3cccn3C)nnc2SCC(=O)Nc2cccc(C)c2C)cc1,10,4,8,9,0.9,7,15,30,0.92
Cc1nn(-c2ccccc2)c2nc(N)c(C#N)c(-c3ccc(O)c(O)c3)c12,13,25,34,13,0.87,-11,17,11,0.66
Cc1cccc(N2CCN(C(=O)CN(C)S(=O)(=O)c3ccc4c(c3)CCC(=O)N4)CC2)c1C,10,19,3,-1,0.9,-9,6,16,0.97
COc1ccc(C(=O)NC2CC2)cc1OC1CCN(Cc2cc(C)cc(C)c2)CC1,-4,7,10,18,1,-4,3,-27,0.9
COC(=O)[C@@]1(Cc2ccccc2)[C@H]2C(=O)N(Cc3ccccc3)C(=O)[C@H]2[C@H]2CN=C(SCC(=O)c3ccccc3)N21,13,17,.,.,0.87,6,5,22,.
COCCN(C(=O)COC(=O)C1CC1)c1c(N)n(Cc2ccccc2)c(=O)[nH]c1=O,10,-4,10,11,0.9,-7,-4,-18,0.9
N#CC1=C(N)Oc2cc(Nc3ccccc3)ccc2C1c1ccncc1 (stereo not given),-9,16,-23,9,1.1,-6,14,14,1.2
CCOc1ccccc1CN1CCNC(=O)C1CC(=O)N(C)C1CCOCC1 (stereo not given),-4,-11,-2,3,1,-10,2,7,1
COc1ccccc1/C=N/NC(=O)c1nnn(-c2nonc2N)c1-c1cccs1,8,7,-52,14,0.92,-40,10,10,1.5
O=C(Nc1nnc(C2CC2)s1)c1cc([N+](=O)[O-])ccc1N1CCCCC1,15,15,12,27,0.85,-1,-2,14,0.88
O=C(Cc1c(F)cccc1Cl)NNC(=O)Nc1ccc2c(c1)OCO2,12,1,-8,14,0.88,1,-6,-2,1.1

# Random excerpt: 2 entries already listed.
SMILES,mIAP inh,Apaf1 inhib,hIAP inh,NALP3 yeast inh,mIAP activ,ATG4B inh,TIM10 inh,tim10-1 inh,hIAP activ
O=C(NNC(=O)c1sc2cccc(Cl)c2c1Cl)Nc1ccccc1,-8,-2,-1,6,1.1,12,4,-9,1
N#CCc1c(C#N)c(N)nc(N2CCN(S(=O)(=O)c3ccccc3F)CC2)c1C#N,8,9,0,5,0.92,-3,18,-8,1

# Remaining list, next part:
SMILES,mIAP inh,Apaf1 inhib,hIAP inh,NALP3 yeast inh,mIAP activ,ATG4B inh,TIM10 inh,tim10-1 inh,hIAP activ
COc1ccc(-n2cc(-c3ccccc3)[n+]3c2CCCCC3)cc1,-4,3,-19,13,1,-4,12,2,1.2
Cc1ccsc1/C=C1\SC(N)=NC1=O,11,1,-1,20,0.89,7,4,-1,1
NC(=O)CSc1nc2cccnc2n1-c1ccc(F)cc1,-4,2,21,33,1,-13,5,4,0.79
CCC(C(=O)NCCN1CCN(C)CC1)n1c(C)c2cnn(-c3ccccc3)c(=O)c2c1C (stereo not given),8,-2,-8,3,0.92,-9,5,-5,1.1
Cc1ccc(S(=O)(=O)c2nc(C)oc2NCc2ccccc2)cc1,-3,-14,2,2,1,.,-9,11,0.97
Nc1ncnc2c1ncn2[C@@H]1O[C@H](CNCc2ccccc2OC2OC(CO)C(O)C(O)C2O)[C@@H](O)[C@H]1O (stereo not given in full),1,0,.,.,0.99,8,-1,6,.
O=C1CSC(c2cccc([N+](=O)[O-])c2)N1C1CC2CCC1C2 (stereo not given),-2,-10,2,1,1,-8,28,25,0.97
O=C(Nc1ccnc(-c2ccncc2)n1)C1CC1,8,-12,-4,11,0.92,-5,8,14,1
